High-throughput results deposited in PubChem BioAssay by several laboratories.
dFosB act – activators of mouse delta FosB homodimer; P13346; purified delta FosB, TAMRA-CDK5 oligo fluorescence polarization; percent of positive-control signal above neutral wells; activation, % at 25 µM; 0.99% of 340,000 active; AID 493131;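 active = mean activation above about 17%, with every replicate also reaching it, limit read from the data, passing the limit was not always enough; inconclusive = only one of the two conditions met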;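 note: fluorescence polarization rise as delta FosB binds a TAMRA Cdk5 AP-1 oligo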
Wnt bcat act – activators of Wnt/beta-catenin signaling. Wnt/beta-catenin reporter cell assay, activator, plate reader. activation, % at 9.35 µM. 1.2% of 300,000 active. AID 743398; in the data active = activation above about 30%, passing the limit was not always enough; inconclusive = no clear call, values can overlap the other calls;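 note: 0% = neutral control wells and 100% = positive control wells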
RTF Ca sens act – cardiac RTF calcium sensitization | IANBD-labeled TnC RTF fluorescence at EC20 calcium; 0% EC20 calcium, 100% full calcium | activation, % at 7.2 µM | 0.24% of 340,000 active | AID 493008;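 active = activation above the mean over all tested compounds plus 3 SD, cut at about 30% in these data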;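 note: rise in fluorescence read as greater calcium sensitivity of cardiac thin filaments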
MITF act – increases MITF-driven TRPM1 promoter luciferase signal; SK-MEL-5 TRPM1-promoter luciferase, 24 h; % of positive control, neutral wells = 0; activation, % at 12.5 µM; 0.75% of 300,000 active; AID 588334;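 active = mean activation of at least 80% with every replicate also reaching 80%; inconclusive = mean reaches 80% but some replicate falls short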;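 note: 0% = neutral control wells and 100% = parthenolide positive control wells; values of inactives mirror those of a sister screen read the other way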
SR-BI DiI-HDL act – SR-BI HDL lipid transfer activation | CHO ldlA[mSR-BI] cells, DiI-HDL uptake fluorescence, 3 h; 100 = double the neutral-control signal | activation, % at 12.5 µM | 0.096% of 320,000 active | AID 504775;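 active = mean replicate activation of at least 60% and every replicate at or above 60%; inconclusive = mean or all-replicate condition met, but not both; inactive = mean below 60% and not all replicates reaching 60%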;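 note: 0% = median plate neutral-control signal and 100% = twice that signal; values of inactives mirror those of a sister screen read the other way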
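Test system: SR-BI-overexpressing, LDLR-lacking CHO cells; Medium: Ham's F12 with 0.5% BSA, HEPES 25 mM, pH 7.4; Schedule: 3 h, 37 °C; Technique: bottom-read fluorescence, 550/595 nm.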
PvdQ inh – blocks Pseudomonas aeruginosa PvdQ acylase activity; inhibition, % at 10 µM; 0.063% of 340,000 active; purified PvdQ acylase, fluorescence plate reader; in the data active = inhibition above about 30%, passing the limit was not always enough; inconclusive = no clear call, values can overlap the other calls;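 note: 0% = vehicle neutral wells and 100% = reference inhibitor wells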
Rtt109 HAT inh – C. albicans Rtt109 histone acetyltransferase inhibition; Q5AAJ8; purified Rtt109/Vps75, ThioGlo CoA-SH fluorescence, 4 h; inhibition, % at 34.9 µM; 0.16% of 330,000 active; AID 540336;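 active = inhibition of at least 50% in every replicate; inconclusive = best replicate reaches 50% inhibition but some replicates fall short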
Target sequence (Q5AAJ8 whole entry, looked up): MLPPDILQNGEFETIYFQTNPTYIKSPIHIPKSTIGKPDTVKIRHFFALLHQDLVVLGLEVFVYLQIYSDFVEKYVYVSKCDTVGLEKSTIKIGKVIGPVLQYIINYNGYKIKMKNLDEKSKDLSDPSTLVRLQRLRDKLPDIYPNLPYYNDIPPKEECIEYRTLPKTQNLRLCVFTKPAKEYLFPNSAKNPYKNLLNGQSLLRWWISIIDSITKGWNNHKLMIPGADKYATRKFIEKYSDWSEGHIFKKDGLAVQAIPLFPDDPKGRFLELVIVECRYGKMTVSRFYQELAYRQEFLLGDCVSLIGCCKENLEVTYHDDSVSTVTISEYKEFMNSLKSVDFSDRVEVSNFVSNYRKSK
HTR5A ag – activates human HTR5A in OPRM1-OPRD1 agonist counter-screen. P47898. 0.61% of 340,000 active. HTR5A agonist assay, luminescence, cell-based. activation, % at 9.3 µM; in the data active = activation mostly above about 9.5%, no sharp cut-off; inactive = mostly below about 7.6%;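 note: 0% = cells with vehicle only and 100% = reference agonist; strong numbers were not always called active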
SR-BI HDL uptake – mouse SR-BI HDL lipid transfer inhibition; Q61009; ldlA[mSR-BI] CHO cells, DiI-HDL uptake fluorescence, 3 h; inhibition, % at 12.5 µM; 0.96% of 320,000 active; AID 488896;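 active = mean replicate inhibition of at least 70% and a set share of replicates each scoring 70 or more; inconclusive = meets just one of the two criteria; inactive = fails both criteria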;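 note: 0% = median of neutral control wells and 100% = median of positive control wells; values of inactives mirror those of a sister screen read the other way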
Target sequence (Q61009 whole entry, looked up): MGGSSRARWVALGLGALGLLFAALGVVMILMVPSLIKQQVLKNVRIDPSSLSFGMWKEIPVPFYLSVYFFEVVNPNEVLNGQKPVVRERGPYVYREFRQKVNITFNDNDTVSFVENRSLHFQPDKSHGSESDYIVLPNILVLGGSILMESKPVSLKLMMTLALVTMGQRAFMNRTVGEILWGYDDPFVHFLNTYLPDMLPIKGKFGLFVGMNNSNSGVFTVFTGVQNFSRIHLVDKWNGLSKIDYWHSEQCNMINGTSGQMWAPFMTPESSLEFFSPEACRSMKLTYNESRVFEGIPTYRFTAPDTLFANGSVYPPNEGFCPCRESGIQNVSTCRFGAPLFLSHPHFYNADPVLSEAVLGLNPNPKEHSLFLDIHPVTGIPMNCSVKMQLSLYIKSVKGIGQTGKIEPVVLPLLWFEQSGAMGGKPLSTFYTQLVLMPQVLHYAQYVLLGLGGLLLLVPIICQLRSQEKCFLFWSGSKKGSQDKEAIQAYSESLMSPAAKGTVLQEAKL
CDK5 p35 inh – blocks human CDK5/p35 kinase activity; Q00535+Q15078; Recombinant CDK5/p35, ADP-Glo luminescence, 60 min; inhibition, % at 10 µM; 0.01% of 330,000 active; AID 488839;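 active = highest replicate inhibition of at least 50% and at least 75% of replicates reaching 50%; inconclusive = only one of the two criteria met; inactive = both criteria failed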;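 note: plate controls were DMSO neutral control for no effect and GW8510 at 10 µM for full effect; many of its hits are not listed in these tables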
The depositor's hits bear a star.

COC(=O)c1cccc(C(=O)N2CCC(CCC(=O)NCc3ccc(F)cc3)CC2)c1 was read as dFosB act -7, Wnt bcat act 2, RTF Ca sens act 1, MITF act -3, SR-BI DiI-HDL act -17, PvdQ inh -2, Rtt109 HAT inh -6, HTR5A ag -4, SR-BI HDL uptake 17 and CDK5 p35 inh -2.1.
`C=CCN1C(=O)NC2(CCCCC2)C1=O` gave dFosB act 2, Wnt bcat act 0, RTF Ca sens act 7, SR-BI DiI-HDL act 8, PvdQ inh -25, Rtt109 HAT inh -2, HTR5A ag 4, SR-BI HDL uptake -8 and CDK5 p35 inh 0.3.
COc1ccc(/C=N/NC(=O)CN(c2ccc(OC)cc2)S(=O)(=O)c2ccccc2)cc1 was read as dFosB act -4, Wnt bcat act -9, RTF Ca sens act -8, MITF act -6, SR-BI DiI-HDL act -2, PvdQ inh -1, HTR5A ag 1, SR-BI HDL uptake 2 and CDK5 p35 inh 0.5.
`O=C(NN1C(=O)C2C3c4ccccc4C(c4ccccc43)C2C1=O)C1CC1` (configuration not stated) gave dFosB act 2, Wnt bcat act 51*, RTF Ca sens act -7, MITF act -5, SR-BI DiI-HDL act 2, PvdQ inh 6, Rtt109 HAT inh 4, HTR5A ag -2, SR-BI HDL uptake -2 and CDK5 p35 inh 1.8.
`Cc1ccccc1C(=O)Nc1cccc(C#N)c1` gave dFosB act -2, Wnt bcat act 10, RTF Ca sens act 0, SR-BI DiI-HDL act -14, PvdQ inh -14, HTR5A ag 5, SR-BI HDL uptake 14 and CDK5 p35 inh 0.9.
Screening CC(NC1CCCC1)c1ccccc1 (configuration not stated) returned dFosB act 5, Wnt bcat act 1, RTF Ca sens act 4, MITF act 5, SR-BI DiI-HDL act 20, PvdQ inh -9, Rtt109 HAT inh 11, HTR5A ag -5, SR-BI HDL uptake -20 and CDK5 p35 inh -0.2.
`CC(=O)c1ccc(OCCn2cnc3ccccc32)cc1` gave dFosB act -1, RTF Ca sens act 0, MITF act 26, SR-BI DiI-HDL act 42, PvdQ inh -7, Rtt109 HAT inh -6, HTR5A ag -1, SR-BI HDL uptake -42 and CDK5 p35 inh -0.5.
For O=S(=O)(NCC(c1ccco1)N1CCN(c2ccccc2F)CC1)c1ccc(F)cc1 (configuration not stated) the results were dFosB act -7, RTF Ca sens act -2, MITF act -9, SR-BI DiI-HDL act -22, PvdQ inh 1, Rtt109 HAT inh -2, HTR5A ag 0 and SR-BI HDL uptake 22.
`CCN1CCN(CC(=O)Nc2ccc(Cl)c(Cl)c2)C(=O)C1=O` gave dFosB act -3, Wnt bcat act 0, RTF Ca sens act 3, MITF act 9, SR-BI DiI-HDL act 17, PvdQ inh -9, Rtt109 HAT inh -4, HTR5A ag 3, SR-BI HDL uptake -17 and CDK5 p35 inh -1.8.
Screening COc1ccccc1CNC(=O)COC(=O)c1cccc(-n2cnnn2)c1 returned dFosB act -3, Wnt bcat act -6, RTF Ca sens act 1, MITF act 5, SR-BI DiI-HDL act -6, PvdQ inh -22, Rtt109 HAT inh 0, HTR5A ag 0, SR-BI HDL uptake 6 and CDK5 p35 inh -7.0.

Arranged by molar mass (ascending): some entries from above.
Screening CC(NC1CCCC1)c1ccccc1 (configuration not stated) returned dFosB act 5, Wnt bcat act 1, RTF Ca sens act 4, MITF act 5, SR-BI DiI-HDL act 20, PvdQ inh -9, Rtt109 HAT inh 11, HTR5A ag -5, SR-BI HDL uptake -20 and CDK5 p35 inh -0.2.
`C=CCN1C(=O)NC2(CCCCC2)C1=O` gave dFosB act 2, Wnt bcat act 0, RTF Ca sens act 7, SR-BI DiI-HDL act 8, PvdQ inh -25, Rtt109 HAT inh -2, HTR5A ag 4, SR-BI HDL uptake -8 and CDK5 p35 inh 0.3.
COC(=O)c1cccc(C(=O)N2CCC(CCC(=O)NCc3ccc(F)cc3)CC2)c1 was read as dFosB act -7, Wnt bcat act 2, RTF Ca sens act 1, MITF act -3, SR-BI DiI-HDL act -17, PvdQ inh -2, Rtt109 HAT inh -6, HTR5A ag -4, SR-BI HDL uptake 17 and CDK5 p35 inh -2.1.
COc1ccc(/C=N/NC(=O)CN(c2ccc(OC)cc2)S(=O)(=O)c2ccccc2)cc1 was read as dFosB act -4, Wnt bcat act -9, RTF Ca sens act -8, MITF act -6, SR-BI DiI-HDL act -2, PvdQ inh -1, HTR5A ag 1, SR-BI HDL uptake 2 and CDK5 p35 inh 0.5.

Carrying on:
`COCCCNC(=S)N(CCN(C)C)Cc1cc2cc3c(cc2[nH]c1=O)OCCO3` gave dFosB act -8, Wnt bcat act 1, RTF Ca sens act -3, MITF act -25, SR-BI DiI-HDL act 21, PvdQ inh -18, Rtt109 HAT inh 3, HTR5A ag 4, SR-BI HDL uptake -21 and CDK5 p35 inh 0.5.
For Cc1cccc(-c2noc(CCCC(=O)Nc3ccc(C(N)=O)cc3)n2)c1 the results were dFosB act 2, RTF Ca sens act 4, MITF act -1, SR-BI DiI-HDL act inconclusive, PvdQ inh -14, Rtt109 HAT inh -1, HTR5A ag -2, SR-BI HDL uptake -61 and CDK5 p35 inh 0.0.
For Cc1cccc(C)c1NC(=O)N1C2CCCC1CC(NC(=O)C(C)(C)C)C2 (configuration not stated) the results were dFosB act -10, RTF Ca sens act 4, SR-BI DiI-HDL act 40, PvdQ inh -7, Rtt109 HAT inh 15, HTR5A ag 2, SR-BI HDL uptake -40 and CDK5 p35 inh -2.0.
Screening CC(C)c1ccc(S(=O)(=O)N2CCN(C(=O)CN3C(=O)NC(C)(c4ccccc4)C3=O)CC2)cc1 (configuration not stated) returned dFosB act -14, Wnt bcat act -1, RTF Ca sens act -5, MITF act 3, SR-BI DiI-HDL act -20, PvdQ inh -14, Rtt109 HAT inh 15, HTR5A ag 7, SR-BI HDL uptake 20 and CDK5 p35 inh 1.9.
Screening COc1ccc(C2CCCN2C(=O)Nc2ccc(Cl)cc2)cc1OC (configuration not stated) returned dFosB act -6, Wnt bcat act -2, RTF Ca sens act -1, MITF act 27, SR-BI DiI-HDL act -43, PvdQ inh -12, Rtt109 HAT inh -1, HTR5A ag -1, SR-BI HDL uptake 43 and CDK5 p35 inh -2.0.
Screening O=c1c2ccccc2[nH]c(=S)n1Cc1ccc2c(c1)OCO2 returned dFosB act 21*, Wnt bcat act 0, RTF Ca sens act 4, MITF act 5, SR-BI DiI-HDL act -21, PvdQ inh -15, Rtt109 HAT inh -1, HTR5A ag 3, SR-BI HDL uptake 21 and CDK5 p35 inh -1.2.
For CCOC(=O)C1=CN(Cc2ccco2)S(=O)(=O)N(CC)C1c1cccc(OC)c1 (configuration not stated) the results were dFosB act -1, Wnt bcat act 0, RTF Ca sens act -1, MITF act 3, SR-BI DiI-HDL act -7, PvdQ inh 26, Rtt109 HAT inh -3, HTR5A ag 1, SR-BI HDL uptake 7 and CDK5 p35 inh 14.
COc1ccccc1NC(=O)CNC(=O)Cn1cnc2sc(C)c(C)c2c1=O was read as dFosB act 5, Wnt bcat act 0, RTF Ca sens act -2, MITF act -6, SR-BI DiI-HDL act 1, PvdQ inh 1, Rtt109 HAT inh -2, HTR5A ag -2, SR-BI HDL uptake -1 and CDK5 p35 inh 0.4.
CC1CCCN(C2(O)C(=O)Nc3ccc(Br)cc32)C1 (configuration not stated) was read as dFosB act -5, Wnt bcat act -2, RTF Ca sens act 9, MITF act -5, SR-BI DiI-HDL act -4, PvdQ inh -11, HTR5A ag -2, SR-BI HDL uptake 4 and CDK5 p35 inh -0.4.
Screening Cc1cc(C)c(C)c(S(=O)(=O)N2CCC(C(=O)NC3=NCCS3)CC2)c1C returned dFosB act -5, Wnt bcat act -2, RTF Ca sens act 2, MITF act -1, SR-BI DiI-HDL act -42, PvdQ inh 3, Rtt109 HAT inh 1, HTR5A ag 3, SR-BI HDL uptake 42 and CDK5 p35 inh -2.1.
For CCOc1ncccc1C(=O)OCCN1C(=O)c2ccccc2C1=O the results were dFosB act -5, Wnt bcat act -2, RTF Ca sens act 4, MITF act -1, SR-BI DiI-HDL act 3, PvdQ inh -10, Rtt109 HAT inh 0, HTR5A ag 0, SR-BI HDL uptake -3 and CDK5 p35 inh -2.0.
Screening O=C(CN1C(=O)c2ccccc2S1(=O)=O)NC1CCCCCC1 returned dFosB act 1, Wnt bcat act -4, RTF Ca sens act -1, MITF act 7, SR-BI DiI-HDL act 12, PvdQ inh -9, Rtt109 HAT inh -10, HTR5A ag 5, SR-BI HDL uptake -12 and CDK5 p35 inh 2.2.
O=C(O)c1ccc(NC(CSCc2ccccc2F)C(=O)O)c([N+](=O)[O-])c1 (configuration not stated) was read as dFosB act 1, Wnt bcat act -2, RTF Ca sens act -5, MITF act 14, SR-BI DiI-HDL act 35, PvdQ inh -3, Rtt109 HAT inh -8, HTR5A ag 3, SR-BI HDL uptake -35 and CDK5 p35 inh 1.5.
`OCC#CCSc1nnc(-c2ccncc2)o1` gave dFosB act -3, Wnt bcat act -7, RTF Ca sens act 0, SR-BI DiI-HDL act -14, PvdQ inh 1, Rtt109 HAT inh 4, HTR5A ag 16*, SR-BI HDL uptake 14 and CDK5 p35 inh -2.4.
For C=CC(=O)N1C/C(=C/c2ccc(Cl)cc2)C(=O)/C(=C\c2ccc(Cl)cc2)C1 the results were dFosB act -15, Wnt bcat act -12, RTF Ca sens act -5, MITF act -98, SR-BI DiI-HDL act 11, PvdQ inh -4, Rtt109 HAT inh 8, HTR5A ag -1, SR-BI HDL uptake -11 and CDK5 p35 inh -1.5.
For CCNC(=O)COC(=O)c1ccc(NS(=O)(=O)c2ccc3c(c2)OCCO3)cc1 the results were dFosB act -6, Wnt bcat act -1, RTF Ca sens act 2, MITF act -7, SR-BI DiI-HDL act 28, PvdQ inh -11, Rtt109 HAT inh -29, HTR5A ag -2, SR-BI HDL uptake -28 and CDK5 p35 inh -2.2.
`O=C(Oc1ccc(Cl)c2cccnc12)c1ccco1` gave dFosB act 4, RTF Ca sens act -4, MITF act -23, SR-BI DiI-HDL act 11, PvdQ inh -3, Rtt109 HAT inh -4, HTR5A ag -4, SR-BI HDL uptake -11 and CDK5 p35 inh 1.1.
`COC(=O)c1c(NC(=O)CSc2nnc(Cn3nnc4ccccc43)n2C)sc(C)c1C` gave dFosB act 2, Wnt bcat act -1, RTF Ca sens act 8, MITF act 1, SR-BI DiI-HDL act -16, PvdQ inh -21, HTR5A ag 3, SR-BI HDL uptake 16 and CDK5 p35 inh -0.6.
Cc1oc(-c2ccc(Cl)cc2)nc1CSCC(=O)NCCCN1CCOCC1 was read as dFosB act -11, Wnt bcat act -4, RTF Ca sens act 2, SR-BI DiI-HDL act -10, PvdQ inh -6, Rtt109 HAT inh -3, HTR5A ag 5, SR-BI HDL uptake 10 and CDK5 p35 inh 4.9.
